S1P3 antag = antagonists of human S1P3 receptor; inhibition, % at 4.98 µM; CHO S1P3 NFAT-BLA reporter, FRET fluorescence, antagonist mode; Q99500; hit rate 0.27% among 170,000;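 active = inhibition above the plate cutoff, the mean inhibition of test wells on that plate plus 3 SD, cut at about 28% in these data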;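 note: cells challenged with S1P at its EC80 of 0.8 µM; blue over green emission ratio from cleaved BLA substrate after 4 h stimulation; 0% = S1P-stimulated wells and 100% = unstimulated DMSO-only wells; some compounds past the cut are filed as inactive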
HMGR II inh = inhibitors of class II HMG-CoA reductase from Enterococcus faecalis. hit rate 0.41% among 190,000. purified E. faecalis HMGR, NADPH absorbance 340 nm kinetic. inhibition, % at 10 µM;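 active = inhibition above a set limit, the median over all tested compounds plus 3 SD, cut at about 9.5% in these data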;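 note: enzyme runs in reverse so mevalonate oxidation gives rising NADPH absorbance; 0% = complete reaction with DMSO and 100% = background rate lacking mevalonate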
PPARg SRC-2 ag = promotes SRC-2 coactivator recruitment by human PPARgamma; PPARgamma LBD-SRC-2 recruitment, biochemical; activation, % at 8 µM; hit rate 0.34% among 200,000; in the data active = activation above about 22%;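 note: 0% = vehicle and 100% = reference agonist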
Target sequence (P37231 whole entry, looked up, the tested form may be a part): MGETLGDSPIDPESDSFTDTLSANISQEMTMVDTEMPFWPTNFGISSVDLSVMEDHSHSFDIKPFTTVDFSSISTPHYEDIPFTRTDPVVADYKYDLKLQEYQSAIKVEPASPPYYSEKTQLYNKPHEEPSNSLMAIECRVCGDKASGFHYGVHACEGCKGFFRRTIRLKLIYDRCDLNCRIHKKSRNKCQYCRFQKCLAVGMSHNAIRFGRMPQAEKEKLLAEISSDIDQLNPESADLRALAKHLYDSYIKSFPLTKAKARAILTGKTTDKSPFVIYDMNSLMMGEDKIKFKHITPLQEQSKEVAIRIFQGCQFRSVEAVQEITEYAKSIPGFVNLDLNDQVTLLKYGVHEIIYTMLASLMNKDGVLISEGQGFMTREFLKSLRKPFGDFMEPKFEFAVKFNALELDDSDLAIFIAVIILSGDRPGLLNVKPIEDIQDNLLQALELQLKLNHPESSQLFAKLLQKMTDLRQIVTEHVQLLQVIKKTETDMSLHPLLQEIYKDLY
PPARg SRC3 recr = promotes SRC-3 coactivator recruitment by human PPARgamma; biochemical PPARgamma/SRC-3 coactivator recruitment assay; activation, % at 8 µM; hit rate 0.26% among 200,000; AID 731; in the data active = activation above about 23%;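 note: 0% = DMSO and 100% = reference agonist; some compounds past the cut are filed as inactive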
PPARg SRC-1 ag = promotes SRC-1 coactivator recruitment by human PPARgamma; PPARgamma-SRC-1 coactivator recruitment biochemical assay; activation, % at 8 µM; hit rate 0.41% among 200,000; AID 631; in the data active = activation above about 19%;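 note: 0% = DMSO and 100% = reference agonist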
TR-FRET SRC-2 ct = flags TR-FRET format artefacts in PPARgamma SRC-2 recruitment agonist screen; hit rate 0.4% among 200,000; TR-FRET ratio at 8 µM; AID 1049; TR-FRET artefact counter-screen; hits give high values; in the data active = TR-FRET ratio above about 2000; note: inactives centre near 1500; reference of the scale not given here
bIAP inh = blocks bovine intestinal alkaline phosphatase activity. purified bovine IAP, CDP-star luminescence, 30 min. inhibition, % at 20 µM. 190,000 tested, under 10 active;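 active = over 50% inhibition of intestinal alkaline phosphatase at 20 µM in the single-dose screen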
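Assay system – bovine IAP enzyme · Quantity – bovine IAP at 1/65,000,000 final dilution · Detection – CDP-star luminescence signal · Times – 30 min reaction at room temperature · Also added – CDP-star substrate at 30 µM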
ROMK primary = modulates human ROMK potassium channel activity | P48048 | Tet-inducible ROMK, thallium flux fluorescence; actives lie on both sides | B-score at 10 µM | hit rate 2% among 130,000;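 active = signal ratio slope over the read window, or its plate-corrected B-score, at least 3 SD from the plate mean, either direction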;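 note: B-score of the F/F0 ratio slope over 7 to 12 s after thallium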
Target sequence (P48048 whole entry, looked up): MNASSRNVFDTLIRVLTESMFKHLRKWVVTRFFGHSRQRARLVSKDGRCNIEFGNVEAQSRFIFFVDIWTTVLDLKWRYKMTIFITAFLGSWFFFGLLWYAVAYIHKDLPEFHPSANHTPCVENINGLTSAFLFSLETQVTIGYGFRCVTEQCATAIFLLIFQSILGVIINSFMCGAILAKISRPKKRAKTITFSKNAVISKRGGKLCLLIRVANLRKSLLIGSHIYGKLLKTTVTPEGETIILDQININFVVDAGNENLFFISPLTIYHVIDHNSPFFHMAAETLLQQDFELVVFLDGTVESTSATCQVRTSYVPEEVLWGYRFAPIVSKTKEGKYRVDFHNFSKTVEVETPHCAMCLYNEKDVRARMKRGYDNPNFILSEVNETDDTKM
L major viab = reduces viability of Leishmania major promastigotes; inhibition, % at 10 µM; resazurin fluorescence viability; AID 1063; hit rate 9% among 200,000; in the data active = inhibition above about 50%;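 note: promastigotes grown with compound for 44 hours at 28 °C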
RAM network inh = blocks the yeast RAM network; S. cerevisiae dse1pr::URA3 reporter, 5-FOA growth OD615, 2 d; analog-sensitive cbk1-as2 kinase mutant strain; inhibition, % at 50 µM; hit rate 1.8% among 190,000; AID 868;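 active = inhibition above a set limit, 3 SD over mean compound inhibition, cut at about 8.4% in these data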;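 note: 0% = DMSO-only wells with no growth and 100% = 10 µM 1-NA-PP1 full growth; inhibition rescues growth on 5-FOA so higher OD means more RAM inhibition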
Redox H2O2 prof = compounds producing H2O2 with reducing agent – biochemical, NIH compound library profiling, artefact control for MLSCN library redox annotation, primary screen; DTT-dependent redox cycling H2O2, phenol red/HRP absorbance; 100% = 100 µM peroxide control, 0% = buffer; activation, % at 10 µM; hit rate 0.03% among 200,000;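 active = activation of at least 50% relative to the plate's high and low controls in the primary single-dose screen; inactive = activation below 50%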;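 note: compound incubated with DTT at 0.8 mM final as the reducing agent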
* hit, by the source's call; x = not tested or not shown.

SMILES	S1P3 antag	HMGR II inh	PPARg SRC-2 ag	PPARg SRC3 recr	PPARg SRC-1 ag	TR-FRET SRC-2 ct	bIAP inh	ROMK primary	L major viab	RAM network inh	Redox H2O2 prof
O=C(CC1(O)C(=O)N(CCc2ccccc2)c2ccccc21)c1ccco1 (stereo not drawn)	-50	5	10	3	4	1562	29	x	-9	-0.5	-3.3
CCS(=O)(=O)N1Cc2ccccc2CC1C(=O)Nc1nnc(SCc2ccc(F)cc2)s1 (stereo not drawn)	-2	-11	3	9	5	1715	-7	-0.41	8	4.0	-0.4
C/C(=N/NC(=O)c1ccoc1C)c1cccc(NC(=O)C2CC2)c1	8	-8	-4	5	6	1692	-2	0.13	17	0.1	-0.9
Cc1ccc(C)n1-c1sc2c(c1C#N)CCC(C)C2 (stereo not drawn)	x	0	3	-2	4	1320	27	-0.47	-4	3.4	-0.1
COC(=O)c1c(-n2cnnn2)sc(C)c1C	x	2	4	3	0	1626	-2	-1.3	-1	2.4	-3.3
CCOc1ccc(NC(=O)CSc2nnc(COc3c(C)cccc3C)o2)cc1	-37	-3	3	5	-1	1486	11	x	-8	4.3	0.8
COc1cc(O)c(C(C)=O)cc1OC	x	-5	5	15	0	1485	7	-0.5	-7	0.3	1.1
CCN(CC)S(=O)(=O)c1cccc(-c2nnc(SCCOc3ccccc3C)o2)c1	34	0	3	-1	2	1529	5	x	-2	12*	-0.5
CCN1CCN(C(=S)Nc2cccc(Cl)c2)CC1	-3	-1	-2	-4	2	1463	2	x	3	2.1	-0.2
CC(C)NCc1nnc(-c2ccccc2Cl)o1	8	-3	6	4	6	1557	-2	0.3	-13	2.3	-0.8
CCCc1cc(=O)oc2cc(C)c3c(C)coc3c12	-28	-8	-6	1	0	1322	14	x	1	2.8	-0.6
COc1ccc(/C(N)=N/OC(=O)c2ccco2)cc1	4	0	-1	-2	2	1641	-1	1.2	7	-0.4	-1.9
CCOC(=O)C1=C(C)N(C)C(=S)NC1c1ccccc1Cl (stereo not drawn)	x	0	-2	-4	-9	1291	19	x	6	1.0	-4.4
COc1ccc(C(=O)NCCc2nnc(SCC(=O)Nc3ccccc3)n2C)cc1	-16	-3	7	2	-5	1467	1	1	-3	-1.0	1.9
CC(CC(=O)O)CC1=NS(=O)(=O)c2ccccc2N1 (stereo not drawn)	-4	0	4	-5	-7	1407	12	0.093	-7	-0.8	0.7
O=C(ON=C1CCN(S(=O)(=O)c2ccccc2)CC1)c1ccccc1	x	3	-3	-2	1	1357	2	x	0	-0.3	1.5
CCCCn1c(N)c(N(CCOC)C(=O)CSc2nc3ccc(C)cc3[nH]2)c(=O)[nH]c1=O	x	5	-5	-1	-7	1344	-12	0.099	1	0.7	-0.5
CC(NS(=O)(=O)c1ccccc1)C(=O)NCCc1ccccn1 (stereo not drawn)	-1	-6	4	2	2	1543	-21	0.66	-8	-0.6	-1.5
CCC(C)NCCCCOc1ccc(Cl)cc1C (stereo not drawn)	5	2	0	-3	-2	1672	3	-1	97*	-0.8	-0.4
COc1ccccc1OS(=O)(=O)c1ccc(NC(C)=O)cc1	-7	1	-4	0	18	1494	8	-2.2	8	4.2	-0.2
Cc1cc(/C([O-])=C(/C(=S)Nc2ccc(F)cc2)[n+]2ccccc2)c(C)n1Cc1ccccc1Cl	-1	-6	10	7	-1	1584	-2	-1.1	4	0.8	0.6
Fc1ccc2nc(Nc3ccccc3)sc2c1	9	-2	4	-5	3	1743	3	0.69	-4	2.8	0.3
COc1ccccc1C(=O)Nc1ccc(N2CCCCC2)cc1	x	0	7	5	6	1813	5	-0.47	1	0.5	-0.7
COc1cccc(/C=N/NC(=O)C(=O)N/N=C/c2cccc(OC)c2OC)c1OC	-4	-3	1	5	8	1425	-8	0.16	-6	4.7	0.0
COc1cc2c(cc1NC(=O)COc1ccccc1OC)oc1ccccc12	x	-2	2	5	5	1567	10	x	-3	2.2	3.1
SMILES	S1P3 antag	HMGR II inh	PPARg SRC-2 ag	PPARg SRC3 recr	PPARg SRC-1 ag	TR-FRET SRC-2 ct	bIAP inh	ROMK primary	L major viab	RAM network inh	Redox H2O2 prof
CCOC(=O)CSc1nc(-c2ccccc2)nc2c1oc1ccccc12	x	2	-3	10	8	1644	22	x	-6	8.3	4.2
O=C(N/N=C/C=C/c1ccccc1)NC1CCCCC1	13	-2	6	0	2	1647	9	0.039	2	0.0	-2.1
COc1ccccc1NC(=O)CCCC(=O)OCC(F)(F)C(F)F	x	-4	0	3	-7	1424	6	0.59	-2	0.3	0.2
COc1ccccc1NC(=O)CCC(=O)N(Cc1ccc(OC)c(OC)c1)c1nccs1	19	-10	1	7	2	1763	-8	-0.25	10	1.5	-0.4
O=C(CCSc1nnnn1-c1ccccc1)N1CCOCC1	x	-13	6	10	-4	1712	8	x	2	0.3	-1.4
Cc1cccc(C)c1NC(=O)CSc1ccc([N+](=O)[O-])cn1	-6	-2	-1	-6	-2	1368	10	x	-1	1.6	0.2
O=C(O)COc1ccc(NC(=O)c2cccs2)cc1	x	-3	6	-4	1	1456	x	0.85	-8	0.9	0.7
NC12CC3CC(C1)CC(CC(=O)O)(C3)C2	-7	-2	-3	-2	3	1546	-6	0.6	-3	0.1	-2.2
O=C(CC1Oc2ccccc2NC1=O)NCCCN1CCN(C2CCCCC2)CC1 (stereo not drawn)	-14	x	4	9	0	1545	x	x	-3	x	-0.1
Cc1ccc(C2CC2C(=O)NNC(=S)Nc2ccc(Cl)cc2)cc1 (stereo not drawn)	x	3	7	7	0	1464	-11	x	0	3.3	0.7
CN(C(=O)CCc1nc(-c2ccccc2F)no1)c1ccccc1	-3	2	-2	4	3	1531	-2	-0.016	2	-0.1	-2.4
CC(=O)N1CCc2cc(S(=O)(=O)CCC(=O)Nc3cccc(F)c3)ccc21	11	-4	-1	4	1	1680	1	0.27	-3	0.8	0.3
CCCn1c(SCC(=O)c2ccc3c(c2)OCCO3)nnc1C(C)C	-43	-2	8	5	-11	1475	7	x	-3	1.2	2.4
CCOC(=O)CC(NC(=O)c1ccco1)c1ccccc1Cl (stereo not drawn)	-3	-6	2	1	0	1629	4	0.17	1	-1.0	-0.1
CCNc1nc(ON=C(C)C)nc(N(C)C)n1	2	0	4	0	1	1632	2	-0.056	-6	0.0	-0.3
COc1ccc2c(c1)C=C([C@@H]1C[C@H]3CN(c4ccccc4)C(=O)[C@]34CCCN14)CO2	-3	-2	2	2	-1	1404	-1	-0.91	26	2.0	0.6
C=CCNC(=O)/C(C#N)=C/c1cc(Br)ccc1OC	1	0	-1	-3	-1	1750	5	-0.76	16	3.3	-0.4
O=C(CCC(=O)NC1CCCCC1)N/N=C/c1ccncc1	8	-7	0	0	9	1447	-7	-0.38	-1	2.3	-1.5
CCOC(=O)C(CC)Sc1nc2c(c(=O)[nH]c(=O)n2C)n1CCc1ccccc1 (stereo not drawn)	-22	0	-8	3	5	1649	-183	-1.4	9	3.4	2.5
CCOC(=O)C1CCCN(C(=O)c2cnn3c(C(F)F)cc(-c4ccc(C)cc4)nc23)C1 (stereo not drawn)	76*	-2	4	4	-1	1468	6	x	98*	2.8	-0.8
CC1=C(C(=O)Nc2ccccn2)C(c2ccc(Br)cc2)n2ncnc2N1 (stereo not drawn)	2	-5	-2	-3	-1	1565	3	x	7	2.0	-0.9
N#Cc1c2n(c3c(=O)[nH]cnc13)CCCC2	-78	-7	-3	-3	2	1383	2	x	-8	0.4	2.3
Cc1ccc2nc(Cl)c(CN(Cc3cccs3)C(=O)C3CC3)cc2c1	x	1	-4	-9	-3	1560	10	x	0	2.0	3.1
O=C(O)c1ccc2nc(C(F)(F)F)[nH]c2c1	-18	-8	8	-1	5	1599	5	1.5	-6	0.5	-0.3
Cc1c(Cl)cccc1NC(=O)CNc1cccc(C(F)(F)F)c1	8	1	-14	-6	-6	1470	14	x	8	-2.6	0.2
SMILES	S1P3 antag	HMGR II inh	PPARg SRC-2 ag	PPARg SRC3 recr	PPARg SRC-1 ag	TR-FRET SRC-2 ct	bIAP inh	ROMK primary	L major viab	RAM network inh	Redox H2O2 prof
Cn1nnnc1SCC(=O)Nc1ccccc1-c1ccccc1	-19	1	10	7	0	1565	9	x	3	0.3	-3.0
CCOc1cc(C#N)c(NC(=O)c2ccnn2C)cc1OCC	-9	3	1	4	2	1584	1	x	-7	3.4	-1.3
N#C/C(=C/c1ccc2c(c1)OCO2)C(=O)Nc1ccc(O)cc1	-20	-6	16	9	10	1616	-13	-0.94	-1	5.9	-2.3
CC1(C)CC(=O)C=C(N2CCNCC2)C1	-28	0	5	9	8	1487	10	x	-3	0.0	73*
CCOC(=O)c1cnc(C(C)(C)C)[nH]c1=O	24	0	0	-1	3	1380	14	x	-2	0.9	0.6
COc1cc(NC(=S)N2CCCC(C)C2)cc(OC)c1OC (stereo not drawn)	-5	0	1	0	-2	1456	-12	0.034	5	2.2	-0.1
Cc1c(C(N)=O)c(-c2ccccc2)nn1-c1ccccc1	-1	-4	-2	-1	5	1572	0	x	-2	3.6	-0.6
CCCCSCCCNC(=O)Nc1cccc(OC)c1	1	-1	3	1	7	1754	25	1.1	2	0.2	0.0
c1ccc(-c2nnc(SCc3nc4ccccc4[nH]3)o2)cc1	9	-6	7	7	14	1439	-44	x	17	0.9	2.1
COC(=O)c1ccccc1NC(=O)CSc1nnc(-c2cccc(NC(C)=O)c2)n1C	21	1	2	5	5	1707	3	x	-2	0.0	0.9
CC1(C)CC2(CCO1)OC(=O)CC2C(=O)Nc1cccc2ccccc12 (stereo not drawn)	x	-6	4	-2	0	1482	-1	-0.22	1	1.4	-0.1
CC(C)c1nc2ccc(Br)cn2c1NC1CCCC1	1	-5	0	3	2	1430	9	-1.1	40	0.7	-1.2
Cc1ccc(C)c(OCCCC(=O)Nc2ccccc2C(N)=O)c1	-4	4	2	2	-3	1640	2	0.65	-2	2.4	-0.1
C/C=C(/C)C(=O)O[C@@H]1c2c(ccc3ccc(=O)oc23)O[C@@H]1C(C)(C)OC(C)=O	-11	1	3	1	2	1501	3	-0.08	1	4.9	0.2
COc1ccc(S(=O)(=O)N2CCCC(C(=O)NCc3ccccn3)C2)cc1Cl (stereo not drawn)	-26	-5	4	16	10	1611	-14	x	-4	3.2	-0.2
CCc1cc2cc(OC)ccc2nc1SCC(=O)Nc1cc(OC)c(OC)cc1C(=O)O	4	-3	-2	3	-8	1508	-8	0.069	-8	-0.7	-0.4
C/C(=N\NC(=O)C1CC1(C)c1ccccc1)c1ccco1 (stereo not drawn)	0	1	-1	-3	-5	1464	8	-0.079	4	0.0	-0.3
CC(=O)Nc1ccc2nc(NC(=O)COc3ccccc3)sc2c1	-13	-1	3	1	8	1537	10	-0.13	-6	4.1	-0.4
CCCCCCCNC(=O)CC(NS(=O)(=O)c1ccc(NC(C)=O)cc1)C(C)C (stereo not drawn)	4	6	-8	-3	4	1513	1	1.5	-2	1.6	0.2

Some values from above:
PPARg SRC-1 ag result of `Cc1c(C(N)=O)c(-c2ccccc2)nn1-c1ccccc1` = 5
PPARg SRC-2 ag result of `C/C=C(/C)C(=O)O[C@@H]1c2c(ccc3ccc(=O)oc23)O[C@@H]1C(C)(C)OC(C)=O` = 3
